Bioassay records: PubChem, several laboratories
hiPSC survival – increases survival of single human iPS cells | hiPSC single-cell survival, ATPlite luminescence; 100% = ROCK inhibitor wells, 0% = DMSO | 360,000 tested, 0.044% active | survival enhancement, % at 20 µM; in the data active = survival enhancement above about 18%;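 note: cells exposed to compounds for 16 hours before the ATP read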
NR2E3 ag-1 – human photoreceptor-specific nuclear receptor agonism; inhibition of corepressor binding, % at 3.98 µM; Q9Y5X4; 360,000 tested, 0.35% active; AID 602229; CHO-S Gal4-NCOR/VP16-NR2E3 two-hybrid, luciferase;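 active = inhibition above the mean of all tested compounds plus 3 SD, cut at about 70% in these data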;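 note: 0% = DMSO with NR2E3 transfected cells and 100% = cells lacking NR2E3 construct; higher means lower luciferase signal from less NR2E3 corepressor binding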
Target sequence (Q9Y5X4 whole entry, looked up, the tested form may be a part): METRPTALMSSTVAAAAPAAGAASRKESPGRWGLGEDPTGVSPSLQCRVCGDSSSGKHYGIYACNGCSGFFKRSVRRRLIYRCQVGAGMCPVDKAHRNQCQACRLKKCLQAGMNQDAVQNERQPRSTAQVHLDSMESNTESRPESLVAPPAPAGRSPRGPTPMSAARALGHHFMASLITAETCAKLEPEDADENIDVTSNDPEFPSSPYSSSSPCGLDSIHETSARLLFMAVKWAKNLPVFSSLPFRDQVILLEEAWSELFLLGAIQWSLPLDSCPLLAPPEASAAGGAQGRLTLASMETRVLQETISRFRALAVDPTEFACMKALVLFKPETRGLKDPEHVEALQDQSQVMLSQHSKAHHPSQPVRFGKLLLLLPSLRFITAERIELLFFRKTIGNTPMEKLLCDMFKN
HIF-2a block – blocks HIF-2a reporter activity; 786-0 RCC cells HIF-2a reporter, luciferase luminescence, overnight; inhibition, % at 18.8 µM; 360,000 tested, 0.72% active;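 active = inhibition of the luminescence signal of 40% or more relative to plate controls, in a single-dose primary screen at 18.75 µM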
aDG glyco up – increases alpha dystroglycan glycosylation. Pro5-aDG cells, alpha-DG glycosylation AlphaScreen (IIH6); 0% Pro5, 100% B10-LARGE cell signal. activation, % at 10 µM. 360,000 tested, 0.22% active;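 active = activation of at least 8% versus controls, or a plate z-score of at least 8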;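 note: Pro5 are CHO cells carrying HIG-tagged alpha-DG that lacks glycosylation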
TWEAK Fn14 block – blocks TWEAK-Fn14 interaction in a reporter cell assay. TWEAK-stimulated Fn14 reporter cells, luciferase luminescence, 8 h. inhibition, % at 10 µM. 360,000 tested, 2% active. AID 1159606; in the data active = inhibition above about 50%
CF NFkB inh – cystic fibrosis NF-kB activation inhibition. KKLEB NF-kB-GFP reporter, PAF-induced, GFP fluorescence overnight. inhibition, % at 5 µM. 360,000 tested, 0.86% active. AID 588850;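 active = at least 50% inhibition at 5 µM, scaled per plate between neutral and stimulator controls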;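 note: PAF is a Pseudomonas aeruginosa culture filtrate used as stimulus; plate controls were PAF-stimulated DMSO wells for no effect and unstimulated DMSO wells for full effect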
KKLEB cytotox – reduces viability of KKLEB cystic fibrosis airway cells. KKLEB CF airway cells viability, ATPlite luminescence, overnight; stronger effect = lower value; cells stimulated with P. aeruginosa culture filtrate. activity change (cytotoxicity), % at 5 µM. 360,000 tested, 0.36% active. AID 602141;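 active = corrected activity change at or below -50% at 5 µM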
Peg3 prom inh – Peg3 promoter activity inhibition; HeLa PEG-Prom luciferase reporter, luminescence, overnight; inhibition, % at 20 µM; 360,000 tested, 1.7% active;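 active = inhibition of at least 50% at 20 µM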
TRPM1 prom inh – MITF TRPM1 promoter inhibition in SK-MEL-5 cells; SK-MEL-5 TRPM1 promoter luciferase, 24 h; inhibition, % at 12.5 µM; AID 488899; 330,000 tested, 0.83% active;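 active = mean inhibition across replicates of 60% or more, whatever share of single replicates reaches that level; inconclusive = some that reach 60%, reason not given; inactive = mean inhibition across replicates below 60%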; note: values of inactives mirror those of a sister screen read the other way
Shn3 inh set2 – inhibitors of Schnurri-3 3'UTR reporter in osteoblasts; inhibition, % at 12.5 µM; Clone20 osteoblast Shn3 3'UTR firefly luciferase, 24 h; 360,000 tested, 0.52% active;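 active = mean inhibition of at least 75% with every replicate also reaching 75%; inconclusive = mean inhibition at least 75% but some replicate below; inactive = mean inhibition below 75%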;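 note: 0% = median of neutral control wells and 100% = pilot-screen positive control compound; some compounds past the cut are filed as inactive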
NR2E3 ag-2 – agonists of human nuclear receptor NR2E3. inhibition of corepressor binding, % at 4.78 µM. 320,000 tested, 0.12% active. GST-NR2E3/biotin-RetCOR TR-FRET, 1536-well. Q9Y5X4. AID 2300;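 active = percent inhibition above the cutoff of mean plus 3 SD of all tested compounds, set per screening campaign, cut at about 20% in these data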;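 note: 0% = DMSO wells and 100% = biotin wells as full block of FRET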
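System: GST-tagged NR2E3 plus biotinylated RetCOR corepressor; Amount: 1.35 nM GST-tagged NR2E3 final; Dosing: single nominal compound dose of 4.8 µM; Schedule: 5 h incubation at 4 °C; Technique: TR-FRET with europium anti-GST and streptavidin-D2, 340 nm excitation; Controls: biotin wells as high control, 0.6% DMSO wells as low control.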
* marks the source's active call; other numbers are inactive results; ? = inconclusive; · = no result given.

Sequence of screens – hiPSC survival	NR2E3 ag-1	HIF-2a block	aDG glyco up	TWEAK Fn14 block	CF NFkB inh	KKLEB cytotox	Peg3 prom inh	TRPM1 prom inh	Shn3 inh set2	NR2E3 ag-2
CCOC(=O)c1c(S(=O)(=O)NCC(=O)Nc2ccc(F)cc2F)c(C)n(C)c1C
  0.2	12	15	0.0	-3	19	8	12	15	-3	-2
CC1(C(=O)NCc2cccc(Cl)c2)Cc2c(-c3ccccc3)ccnc2O1 (stereo not drawn)
  -0.1	2	20	0.3	-11	-4	6	25	·	-1	·
Cc1occc1-c1nnc(SCC(=O)NC2CCCCC2)o1
  -0.1	-14	7	-0.3	-3	-18	3	8	0	-6	0
S=c1[nH]nc(-c2cccc(Br)c2)o1
  3.3	-12	3	0.1	-2	-3	1	5	1	-11	13
Nc1ncnc2c1ncn2[C@@H]1O[C@H](CNC(=O)[C@@H]2CCCN2S(=O)(=O)c2ccc(F)cc2)[C@@H](O)[C@H]1O
  1.7	-17	6	-0.3	6	0	9	-25	-2	-10	·
COc1ccc(N2CCN(C(=O)CNC(=O)c3ccc(C(C)(C)C)cc3)CC2)cc1
  -1.8	17	11	0.2	25	9	-6	12	6	9	4
COc1ccc(CCNC(=O)COc2cccc(-n3cnnn3)c2)cc1
  -0.4	22	8	-0.2	5	-4	4	8	-2	-32	·
Cc1cc(OC(C)C(=O)NC(Cc2c[nH]c3ccc(O)cc23)C(=O)O)c2c(C)cc(=O)oc2c1 (stereo not drawn)
  1.1	-5	3	0.4	-10	-24	-14	-4	·	16	-5
O=C1C(Cc2c[nH]c3ccccc23)NC(=S)N1Cc1ccccc1 (stereo not drawn)
  0.4	-15	5	0.0	16	18	-6	12	0	9	3
O=C(NCc1cccnc1)/C(=C\c1ccc(-c2cccc(Cl)c2)o1)S(=O)(=O)c1ccccc1
  -2.8	91*	98*	-0.5	104*	70*	-19	104*	90*	97*	2
COc1ccc(-n2nc([N+](=O)[O-])c(=NCCc3ccc(OC)c(OC)c3)n2O)cc1
  -0.5	-5	-18	0.5	25	-12	16	15	9	21	-1
CCn1cnc2cc(NC(=O)c3cccs3)ccc21
  0.4	-68	-235	0.8	-6	-18	0	-259	-86	-2	2
CCOC(=O)CN1C(=O)CSc2ccccc21
  -0.6	5	5	-0.2	-15	-4	6	13	-6	-16	-2
Cc1ccc(NC(=S)NNC(=O)Nc2ccccc2)cc1
  -1.7	-103	-223	-0.1	-21	-18	15	-200	-20	-7	-4
CN(C)c1ccc(C(=O)OCC(=O)c2ccc[nH]2)cc1
  1.7	-113	-249	-0.2	8	-25	-9	-321	-139	-70	·
CCOC(=O)/C(=N/Nc1ccc(Br)cc1)N1CC(C)OC(C)C1 (stereo not drawn)
  -0.7	41	-36	-0.4	-28	-8	-4	-20	-5	17	·
O=C(c1cccs1)N1CCN(c2ccc([N+](=O)[O-])cc2F)CC1
  0.7	-8	-23	0.4	-9	-8	1	-1	-7	4	2
Nc1nnc(SCC(=O)N2CCN(Cc3ccccc3)CC2)s1
  -2.3	1	12	-0.1	2	4	-3	3	4	-8	5
Cc1ccccc1CSc1nc2ccccc2c(=O)n1C
  -0.4	-16	7	0.4	19	15	-6	8	·	52	2
COc1ccc(OC)c(/C=C/c2[nH]c(=O)[nH]c(=O)c2[N+](=O)[O-])c1
  0.0	10	21	0.1	-6	6	12	-24	16	-1	·
CCOc1c(N2CCCCC2)c(=O)c1=O
  18	-14	16	0.2	2	-5	7	8	5	14	2
Cc1ccc(NS(=O)(=O)c2cc(C(=O)N3CCN(C)CC3)ccc2C)cc1
  0.0	-7	12	1.3	-10	2	-1	9	9	8	-1
CCOc1ccc(CN(C)C(C)C(=O)Nc2ccc([N+](=O)[O-])cc2Cl)cc1OC (stereo not drawn)
  1.9	-1	18	0.2	-1	11	5	25	-12	12	1
Cc1cc(N2CCOCC2)ccc1/C=C\[N+](=O)[O-]
  -6.0	32	55*	0.4	70*	54*	-10	102*	59	39	1
CCOC(=O)N1CCN(C(=O)C(C)N(c2ccccc2)S(C)(=O)=O)CC1 (stereo not drawn)
  1.3	-17	14	0.1	-9	7	2	-2	4	3	1
O=C1/C(=C/c2ccccn2)SC(=S)N1c1ccc(O)cc1
  -0.3	-9	-153	-0.2	25	27	-13	-41	-37	7	-5
Cc1nc(CN(C)Cc2nc(Cc3cccc(F)c3)no2)cs1
  -0.6	-15	2	-0.3	9	8	7	-10	-4	-14	-1
CCCCc1c(-c2ccc(Cl)cc2)ncn1CCc1ccccc1OC
  -0.2	-2	-111	-0.1	27	·	·	·	·	·	·
Cc1ccc(-c2c(C#N)c(N)nc3c2CCCCC3)cc1
  -0.7	-15	15	-0.1	-1	21	-4	22	14	14	0
COc1ccc(CNS(=O)(=O)c2ccc3c(c2)C(C)(C)C(=O)N3C)cc1
  -0.2	8	10	2.2	2	-8	-10	20	-4	14	5
O=C(Nc1ccccc1)OCCc1ccccc1
  -1.0	-130	-260	2.5	-11	-19	-5	-348	·	-63	·
O=CNc1ccc(OC(=O)c2cncc(Br)c2)cc1
  0.1	-14	8	0.2	22	3	-2	7	0	-2	4
Cc1ccc2c(CN3C(=O)NC(C)(c4ccc5c(c4)OCO5)C3=O)cc(=O)oc2c1 (stereo not drawn)
  -3.7	-16	12	-0.1	-19	-2	-6	25	7	-12	5
Cc1cc(CN(C)C(=O)c2ccc(OC3CCN(CCc4ccccc4)CC3)cc2)on1
  0.3	25	5	0.0	-2	1	12	3	5	15	2
CCOC(=O)Cc1csc(NC(=O)CN2CCN(c3ccccc3)CC2)n1
  -0.3	-11	7	0.0	4	-14	-2	8	5	4	4
Nc1ncnc(Nc2ccccc2C(F)(F)F)n1
  4.5	3	9	-0.1	5	5	-4	10	-7	-12	5
CCOC(=O)N1CCN(C(=S)Nc2cc(OC)c(OC)cc2C(=O)OC)CC1
  1.0	-21	-2	-0.1	1	-37	10	15	3	5	0
Cc1ccccc1OCc1nnc(SCc2cc(=O)[nH]c3ccccc23)o1
  1.0	-13	-3	-0.1	17	17	-5	11	-1	14	2
CC12CC(c3ccccc3O1)C(C(=O)NCc1ccccc1)C(=O)N2 (stereo not drawn)
  -1.0	2	-7	-0.1	24	5	-7	12	1	-9	2
COc1cccc(NC(=S)N2CCN(C/C=C/c3ccccc3)CC2)c1
  -2.4	-4	10	0.2	1	-11	8	9	17	17	-2
Cc1ccc2c(c1)c(/C=C/c1cc[n+](C)cc1)c(C)n2C
  -0.8	-1	10	0.0	16	-326	3	47	?	0	·
O=C(COC(=O)C1C2CC3OC(=O)C1C3C2)Nc1cccc(Cl)c1 (stereo not drawn)
  -0.3	-31	2	0.3	10	4	-3	7	-4	3	2
C/C(=N\NC(=O)c1ccc(Cl)cc1)c1ccc(N2CCOCC2)cc1
  3.3	-44	-1	-0.2	0	5	7	-19	-5	-10	0
O=C(CCN1C(=O)C2C3C=CC(C3)C2C1=O)NCCN1CCCc2ccccc21 (stereo not drawn)
  -3.5	-19	-6	-0.2	-1	-1	-3	0	4	9	-1
CC(C)c1ccc(NC(=O)[C@@H](NC(=O)N2CC(=O)Nc3ccccc32)C(C)C)cc1
  -0.1	-32	6	0.1	26	12	-5	22	20	3	2

Shn3 inh set2: what is marked active above
SMILES | NR2E3 ag-1 | HIF-2a block | aDG glyco up | TWEAK Fn14 block | CF NFkB inh | Peg3 prom inh | TRPM1 prom inh | Shn3 inh set2 | NR2E3 ag-2
O=C(NCc1cccnc1)/C(=C\c1ccc(-c2cccc(Cl)c2)o1)S(=O)(=O)c1ccccc1 | 91* | 98* | -0.5 | 104* | 70* | 104* | 90* | 97* | 2

Following part.
Sequence of screens – hiPSC survival	NR2E3 ag-1	HIF-2a block	aDG glyco up	TWEAK Fn14 block	CF NFkB inh	KKLEB cytotox	Peg3 prom inh	TRPM1 prom inh	Shn3 inh set2	NR2E3 ag-2
Cc1ccc(S(=O)(=O)N(C)C)cc1NC(=S)N1CCN(Cc2ccc3c(c2)OCO3)CC1
  -1.4	5	18	1.5	21	-16	1	15	29	73	-3
O=C(CCc1nc(-c2ccccc2)no1)NC1CCCCCC1
  -1.9	3	-17	0.1	7	16	0	-5	5	16	1
O=C(CCNC(=O)Cn1ccc2ccccc2c1=O)NCCCN1CCOCC1
  -0.3	-13	18	0.0	-4	-3	7	-2	-6	·	0
COc1ccc2cc(CN(CC3CCCO3)C(=O)Nc3ccccc3OC)c(=O)[nH]c2c1 (stereo not drawn)
  -0.4	-15	9	-0.2	16	2	-1	36	29	8	1
CCCCn1c(N)c(N(CC(C)C)C(=O)c2cc(-c3ccco3)nc3ccccc23)c(=O)[nH]c1=O
  -0.3	-23	17	0.1	-3	-4	-5	-1	2	1	-5
Cc1cc(C(=O)OCC(=O)c2ccccc2)c2ccccc2n1
  1.3	-22	7	-0.1	13	-3	-17	-3	11	-7	3
COc1ccc(-c2noc(CCC(=O)NCC3CCN(Cc4cccc(C)c4)CC3)n2)cc1
  -1.2	3	7	0.9	1	-4	-3	5	2	20	5
CC(C)(C)c1ccc(C(CC(=O)O)NC(=O)Cc2ccccc2)cc1 (stereo not drawn)
  -0.7	19	13	0.0	-8	-7	3	-19	-16	6	-2
CC(=O)c1cccc(NS(=O)(=O)c2ccc(NC(=O)N3CCCCC3)cc2)c1
  -0.2	68	21	0.8	29	18	-5	22	31	78	-1
O=c1cc(Cl)[nH]c(=O)n1CCNc1ncc(C(F)(F)F)cc1Cl
  -1.3	-164	-163	-0.1	2	-9	0	-204	-22	-22	0
O=C(c1cnn2c(C(F)(F)F)cc(-c3ccc(Br)cc3)nc12)N1CCOCC1
  -0.7	19	20	0.4	4	8	-2	9	-10	5	·
C[C@H](CO)N1C[C@H](C)[C@@H](CN(C)C(=O)c2cccc(F)c2)Oc2cc(-c3cncnc3)ccc2S1(=O)=O
  -0.1	-7	9	3.1	12	-2	-1	-4	·	-3	·
CC1(Cc2ccccc2C#N)C(=O)Nc2ccc(OC(F)(F)F)cc21 (stereo not drawn)
  1.3	-21	12	0.0	12	0	-10	-3	·	-14	·
O=C(Nc1ccc(Cl)cc1)c1ccco1
  0.3	-54	-220	0.1	-5	2	7	-195	-42	-18	7
Cc1ccc(/C=c2\sc3nc(-c4cccs4)nn3c2=O)o1
  -1.4	-6	9	0.1	7	-15	13	15	1	6	5
COCCCNC(=O)Cn1cc(C(=O)C2CC2)c2ccccc21
  -2.2	-7	19	-0.2	-2	3	-5	9	0	12	3
COc1ccc(C(=O)N2CCN(c3nc4cc(C)cc(C)c4cc3C#N)CC2)cc1
  0.7	19	-2	-0.1	-64	-4	-2	0	·	3	·
